# PKA-R1A act: activates the PKA-R1A holoenzyme complex; P00514+P68181; PKA-R1A dissociation, Cy5-IP20 fluorescence polarization; scaled: DMSO 0%, 113 µM cGMP 100%; activation, % at 11.4 µM; hit rate 0.083% among 340,000;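 active means percent activation above the mean of all tested compounds plus 3 SD, cut at about 19% in these data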;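 further: higher means more PKAc released from R1A so a rise in polarization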
# Arr AP2 block: inhibitors of human beta-arrestin and AP2 interaction; FITC-arrestin peptide / GST-AP2 beads, flow cytometry; AP2 beta2 appendage carries R879A mutation; inhibition, % at 10 µM; hit rate 0.31% among 340,000; AID 504490;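 active means inhibition above a set limit, near 3 SD of compounds lacking own fluorescence, cut at about 54% in these data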;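 further: plate controls were DMSO wells for no effect and 5 µM unlabelled arrestin peptide for full effect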
#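 System: GST-AP2 R879A glutathione beads; medium: PBS, Tween 20 0.05%, BSA 0.1%; reagent: fluorescein-tagged arrestin peptide at 50 nM final; schedule: pre-incubation 12 min, peptide binding 1 h, room temperature; detection: flow cytometry, FL1 (488/535 nm); read-out: inhibition as reduced fluorescein signal on beads, percent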
# SR-BI uptake up: SR-BI HDL lipid transfer activation; activation, % at 12.5 µM; hit rate 0.096% among 320,000; AID 504775; CHO ldlA[mSR-BI] cells, DiI-HDL uptake fluorescence, 3 h; 100 = double the neutral-control signal;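 active means mean replicate activation of at least 60% and every replicate at or above 60%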;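 further: 0% = median plate neutral-control signal and 100% = twice that signal; values of inactives mirror those of a sister screen read the other way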
#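 Test system: SR-BI-overexpressing, LDLR-lacking CHO cells; Medium: Ham's F12 with 0.5% BSA, HEPES 25 mM, pH 7.4; Schedule: 3 h, 37 °C; Technique: bottom-read fluorescence, 550/595 nm.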
# CDK5 p35 inh: blocks human CDK5/p35 kinase activity | Q00535+Q15078 | Recombinant CDK5/p35, ADP-Glo luminescence, 60 min | inhibition, % at 10 µM | hit rate 0.01% among 330,000;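 active means highest replicate inhibition of at least 50% and at least 75% of replicates reaching 50%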;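 further: plate controls were DMSO neutral control for no effect and GW8510 at 10 µM for full effect; many of its hits are not listed in these tables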
# NSD2 HMT inh: NSD2 (human) methyltransferase inhibition; O96028; NSD2 peptide methylation, AlphaScreen, 120 min; inhibition, % at 12.5 µM; hit rate 0.54% among 310,000; AID 743445; in the data active means inhibition above about 50%
# Target sequence (O96028 whole entry, looked up): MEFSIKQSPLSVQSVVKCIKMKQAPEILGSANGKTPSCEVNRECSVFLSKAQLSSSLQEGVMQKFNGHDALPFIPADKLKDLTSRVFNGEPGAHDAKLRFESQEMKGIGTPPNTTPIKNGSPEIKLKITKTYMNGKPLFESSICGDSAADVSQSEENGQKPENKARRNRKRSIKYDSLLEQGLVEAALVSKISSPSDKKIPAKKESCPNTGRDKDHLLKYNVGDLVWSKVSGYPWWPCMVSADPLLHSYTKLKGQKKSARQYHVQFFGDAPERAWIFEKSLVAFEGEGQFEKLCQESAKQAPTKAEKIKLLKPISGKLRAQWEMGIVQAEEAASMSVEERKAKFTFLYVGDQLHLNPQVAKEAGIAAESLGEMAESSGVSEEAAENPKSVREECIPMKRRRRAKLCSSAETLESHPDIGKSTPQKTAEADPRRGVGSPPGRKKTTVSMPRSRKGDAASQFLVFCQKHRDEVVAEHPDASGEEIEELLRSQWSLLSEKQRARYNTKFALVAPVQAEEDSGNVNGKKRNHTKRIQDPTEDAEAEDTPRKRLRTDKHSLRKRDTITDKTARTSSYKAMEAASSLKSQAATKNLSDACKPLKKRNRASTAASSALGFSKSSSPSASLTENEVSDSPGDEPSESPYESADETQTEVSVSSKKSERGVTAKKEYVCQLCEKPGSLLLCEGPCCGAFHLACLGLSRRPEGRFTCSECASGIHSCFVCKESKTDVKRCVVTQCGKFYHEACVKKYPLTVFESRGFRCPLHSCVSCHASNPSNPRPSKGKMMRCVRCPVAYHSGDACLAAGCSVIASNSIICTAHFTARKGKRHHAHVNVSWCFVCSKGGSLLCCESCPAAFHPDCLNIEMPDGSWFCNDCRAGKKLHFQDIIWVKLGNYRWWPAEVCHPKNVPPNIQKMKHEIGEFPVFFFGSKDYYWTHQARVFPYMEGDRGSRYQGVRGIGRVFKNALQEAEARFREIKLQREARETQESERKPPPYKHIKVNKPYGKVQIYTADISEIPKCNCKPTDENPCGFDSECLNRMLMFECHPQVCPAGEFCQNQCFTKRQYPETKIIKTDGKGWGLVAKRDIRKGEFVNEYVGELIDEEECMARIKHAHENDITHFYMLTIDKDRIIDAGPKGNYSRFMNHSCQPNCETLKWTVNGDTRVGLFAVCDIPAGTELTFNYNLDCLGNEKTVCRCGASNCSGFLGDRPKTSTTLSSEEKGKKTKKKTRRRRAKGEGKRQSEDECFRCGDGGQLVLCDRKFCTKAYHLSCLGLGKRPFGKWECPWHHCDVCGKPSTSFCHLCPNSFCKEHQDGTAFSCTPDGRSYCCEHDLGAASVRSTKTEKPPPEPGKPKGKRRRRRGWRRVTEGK
# MITF TRPM1 HTS: MITF TRPM1 promoter activation in melanoma cells | SK-MEL-5 TRPM1-promoter luciferase, 24 h; % of positive control, neutral wells = 0 | AID 588334 | activation, % at 12.5 µM | hit rate 0.75% among 300,000;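 active means mean activation of at least 80% with every replicate also reaching 80%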;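 further: 0% = neutral control wells and 100% = parthenolide positive control wells; values of inactives mirror those of a sister screen read the other way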
# DSG3 Ab inh: blocks pemphigus antibody binding to human desmoglein-3; P32926; DSG3-coupled beads, scFv-anti-DSG3-GFP binding, flow cytometry; stronger effect = lower value; binding (percent of control), % at 10 µM; hit rate 0.48% among 310,000;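 active means binding more than 3 SD below its plate's average and above zero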; further: some compounds called inactive have numbers as strong as hits
# PKA-R2B activ: activates the human PKA-R2B holoenzyme complex; P22694+P31323; PKA-R2B holoenzyme dissociation, Cy5-IP20 fluorescence polarization; R2B truncated from residue 108, S112A mutant; 0% DMSO only, 100% 113 µM cGMP; activation, % at 11.4 µM; hit rate 0.079% among 340,000; AID 504700;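 active means activation above a cutoff set at the mean over all compounds plus 3 SD, cut at about 18% in these data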;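 further: higher means more holoenzyme dissociation and a rise in polarization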
# SUMO Mot1 rescue: blocks SUMOylation pathway, rescuing yeast Mot1-301 growth; hit rate 1% among 320,000; growth rescue, % at 18.8 µM; S. cerevisiae Mot1-301 growth rescue, ATP luminescence, 38.5C; percent above DMSO median, 100 means doubled;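 active means every valid replicate shows activation above 250% relative to neutral control wells; inactive means the rest, any valid replicate at or below 250%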;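 further: OY570 slx delta 5 strain wells were the positive control but not used for scaling; some compounds called inactive have numbers as strong as hits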
# SR-BI DiI inh: inhibitors of mouse SR-BI mediated HDL lipid uptake; ldlA[mSR-BI] CHO cells, DiI-HDL uptake fluorescence, 3 h; inhibition, % at 12.5 µM; hit rate 0.96% among 320,000; AID 488896;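 active means mean replicate inhibition of at least 70% and a set share of replicates each scoring 70 or more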;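 further: 0% = median of neutral control wells and 100% = median of positive control wells; values of inactives mirror those of a sister screen read the other way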
# dFosB act: enhances mouse delta FosB homodimer DNA binding | P13346 | hit rate 0.99% among 340,000 | activation, % at 25 µM | purified delta FosB, TAMRA-CDK5 oligo fluorescence polarization; percent of positive-control signal above neutral wells | AID 493131;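 active means mean activation above about 17%, with every replicate also reaching it, limit read from the data, passing the limit was not always enough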;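 further: fluorescence polarization rise as delta FosB binds a TAMRA Cdk5 AP-1 oligo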
# An asterisk follows results filed as active; · = no result given.
SMILES,PKA-R1A act,Arr AP2 block,SR-BI uptake up,CDK5 p35 inh,NSD2 HMT inh,MITF TRPM1 HTS,DSG3 Ab inh,PKA-R2B activ,SUMO Mot1 rescue,SR-BI DiI inh,dFosB act
Cc1ccc(Cl)cc1NC(=O)NCc1ccccn1,1,18,-8,0.4,-3,-6,97,-2,-2,8,-8
Cc1cc(C)n(-c2nc(NCc3cccnc3)c3c4c(sc3n2)COC(C)(C)C4)n1,-12,23,10,0.1,-1,7,112,-13,64,-10,-8
O=C(NCCCl)NNc1c(Cl)cc(Cl)cc1Cl,5,1,-9,1.5,1,28,103,5,-2,9,2
COc1ccc(NC(=O)CSc2nc(NS(=O)(=O)c3ccccc3)cc(=O)[nH]2)cc1,-7,0,-7,-2.1,0,·,101,-13,7,7,-5
CCC1CCc2c(sc(NC(=O)c3ccoc3C)c2C(N)=O)C1 (configuration not stated),-4,25,-58,-0.3,-2,·,80,-7,3,58,1
CCOc1ccc(S(=O)(=O)Nc2cc(SCC(=O)O)c(O)c3ccccc23)cc1,-10,14,26,11,·,·,104,-5,10,-26,-4
Cc1ccc(S(=O)(=O)Nc2ccc(C(=O)NCc3cccnc3)cc2)cc1,-1,32,26,-0.5,0,1,114,1,-3,-26,-4
CC(=O)Nc1ccc(NC(=O)c2ccccc2N(C)S(=O)(=O)c2ccc(C)cc2)cc1,-1,11,-6,1.4,-1,-12,95,0,26,6,-2
Nc1c(N2CCN(c3ccccc3)CC2)c2ccccc2oc1=O,-8,34,-17,-1.0,9,8,110,1,19,17,4
C[C@H](CO)N1C[C@H](C)[C@@H](CN(C)C)Oc2c(NS(=O)(=O)c3cccs3)cccc2C1=O,-11,13,17,-0.1,·,-4,106,3,-12,-17,1
COc1ccc(C(CNC(=O)c2cc(F)c(F)c(F)c2F)N2CCOCC2)cc1 (configuration not stated),-5,-18,3,0.7,1,5,103,-3,439,-3,-12
O=C(NCC(c1ccc(F)cc1)N1CCOCC1)c1c(F)cccc1F (configuration not stated),-1,-4,·,0.3,-5,3,97,-7,48,·,-3
Cc1ccc(S(=O)(=O)/N=C/c2ccco2)cc1,3,3,32,-1.2,·,-11,95,0,-4,-32,2
COc1ccc(C(=O)N[C@H](C(=O)OCn2nnc3ccccc3c2=O)C(C)C)cc1,1,0,-5,-0.1,21,0,98,-7,·,5,-11
NC(=O)C1CCN(C(=O)C2CC(=O)N(c3ccc(F)cc3)C2)CC1 (configuration not stated),1,17,22,0.7,-2,12,103,-11,1,-22,4
CN(CC(=O)Nc1ccccc1Cl)C(=O)COC(=O)CNC(=O)c1ccc(Br)o1,-2,-3,11,0.1,1,7,100,0,5,-11,-5
O=c1ccc(-c2ccccc2)nn1Cc1ccc(F)cc1,3,3,0,2.0,0,16,99,-7,-5,0,-4
CCN1CCN(C(=S)NCCOC)CC1,-2,-14,26,0.7,1,-9,91,-4,-3,-26,0
CC(NC(=O)C1CCN(C(=O)c2ccc(F)cc2)CC1)c1ccc(S(N)(=O)=O)cc1 (configuration not stated),-2,7,-7,1.5,-4,-5,111,3,7,7,-1
COc1ccc2cc(C(C)C(=O)N3CCC(C(N)=O)CC3)ccc2c1 (configuration not stated),-5,24,·,0.2,1,-9,118,-7,166,·,0

# In the list so far, these contain nitrogen in an aromatic ring:
SMILES,PKA-R1A act,Arr AP2 block,SR-BI uptake up,CDK5 p35 inh,NSD2 HMT inh,MITF TRPM1 HTS,DSG3 Ab inh,PKA-R2B activ,SUMO Mot1 rescue,SR-BI DiI inh,dFosB act
Cc1ccc(Cl)cc1NC(=O)NCc1ccccn1,1,18,-8,0.4,-3,-6,97,-2,-2,8,-8
Cc1cc(C)n(-c2nc(NCc3cccnc3)c3c4c(sc3n2)COC(C)(C)C4)n1,-12,23,10,0.1,-1,7,112,-13,64,-10,-8
COc1ccc(NC(=O)CSc2nc(NS(=O)(=O)c3ccccc3)cc(=O)[nH]2)cc1,-7,0,-7,-2.1,0,·,101,-13,7,7,-5
Cc1ccc(S(=O)(=O)Nc2ccc(C(=O)NCc3cccnc3)cc2)cc1,-1,32,26,-0.5,0,1,114,1,-3,-26,-4
COc1ccc(C(=O)N[C@H](C(=O)OCn2nnc3ccccc3c2=O)C(C)C)cc1,1,0,-5,-0.1,21,0,98,-7,·,5,-11
O=c1ccc(-c2ccccc2)nn1Cc1ccc(F)cc1,3,3,0,2.0,0,16,99,-7,-5,0,-4

# Further results follow:
SMILES,PKA-R1A act,Arr AP2 block,SR-BI uptake up,CDK5 p35 inh,NSD2 HMT inh,MITF TRPM1 HTS,DSG3 Ab inh,PKA-R2B activ,SUMO Mot1 rescue,SR-BI DiI inh,dFosB act
CN(C)c1ccc(SC#N)cc1,-8,32,25,-0.9,-1,-3,107,0,-17,-25,-3
O=C1Nc2cc(C(=O)N3CCN(c4ccc(F)cc4)CC3)ccc2NC1CSCc1cccc(F)c1 (configuration not stated),-3,-1,-52,-1.1,·,-4,127,6,6,52,-9
CNC(=S)NCCN1CCOCC1,7,-17,5,-2.2,0,17,·,-14,-11,-5,-2
CCCCN(C(=O)c1ccccc1Br)C1CCS(=O)(=O)C1 (configuration not stated),8,-10,11,1.6,2,5,102,-18,11,-11,1
O=S(=O)(c1ccc(SCc2ccccc2)nc1)N1CCCCCC1,-1,33,22,0.0,-3,24,94,2,3,-22,2
COc1ccc(N(CC(=O)Nc2cccnc2)S(C)(=O)=O)cc1,-5,2,4,-0.2,-3,-7,116,-7,8,-4,1
COc1cc(/C=C/c2cc[n+](C)cc2)ccc1OCC(=O)Nc1ccc(Cl)c(Cl)c1,6,-8,-16,1.8,6,-8,119,-5,-2,16,-192
Cc1cc(C)cc(OCC(=O)NNC(=S)NC(=O)C2CC2)c1,-15,-5,18,1.3,-4,-26,98,0,-2,-18,-9
O=C(Nc1ccccc1)OCCCCOC(=O)Nc1ccccc1,1,34,12,0.9,55*,-9,92,-4,·,-12,0
CC(=O)c1cccc(NC(=O)c2cc(C)no2)c1,4,3,9,0.1,·,-1,97,4,6,-9,-7
Cc1cccc2[nH]c(SCC(=O)O)nc12,-2,-6,-6,-0.3,11,0,101,-5,8,6,2
O=C(c1cnn2c(C(F)F)cc(C3CC3)nc12)N1CCc2ccccc2C1,-3,1,-19,-0.5,2,·,110,-10,5,19,-15
O=C1NCCN1CCNS(=O)(=O)c1cc(C(F)(F)F)cc(C(F)(F)F)c1,8,10,7,0.6,·,1,114,1,-14,-7,-1
O=C(COc1ccc(Cl)cc1Cl)NCc1ccco1,-1,9,-27,1.7,2,39,·,0,·,27,3
c1ccc(C2(c3ccccc3)OCC(Cn3cncn3)O2)cc1 (configuration not stated),0,-9,-21,-0.3,-1,1,103,-1,27,21,-5
O=C(c1ccccc1)c1cnc(Nc2ccc(Cl)c(Cl)c2)s1,-2,6,5,-0.6,1,·,98,-6,-16,-5,0
O=C(O)c1cccnc1Sc1ccc(Br)cc1,-3,29,·,-0.7,-1,-8,122,-5,20,·,-3
O=[N+]([O-])c1ccc(S(=O)(=O)Nc2ccc3c(c2)OCCO3)cc1,2,-8,10,0.0,0,2,109,-5,-15,-10,-1
Cc1ccc(NC(=O)c2sc3nc(CCl)[nH]c(=O)c3c2C)c(C)c1,6,12,11,0.1,2,14,106,-4,·,-11,-9
Cc1ccc(OCC(=O)Nc2cccc(C)n2)c(C)c1,-7,-1,3,0.5,3,·,99,-7,8,-3,0

# Looked up by compound from above (five):
SMILES,PKA-R1A act,Arr AP2 block,SR-BI uptake up,CDK5 p35 inh,NSD2 HMT inh,MITF TRPM1 HTS,DSG3 Ab inh,PKA-R2B activ,SUMO Mot1 rescue,SR-BI DiI inh,dFosB act
COc1cc(/C=C/c2cc[n+](C)cc2)ccc1OCC(=O)Nc1ccc(Cl)c(Cl)c1,6,-8,-16,1.8,6,-8,119,-5,-2,16,-192
CCCCN(C(=O)c1ccccc1Br)C1CCS(=O)(=O)C1 (configuration not stated),8,-10,11,1.6,2,5,102,-18,11,-11,1
O=C(O)c1cccnc1Sc1ccc(Br)cc1,-3,29,·,-0.7,-1,-8,122,-5,20,·,-3
O=C(COc1ccc(Cl)cc1Cl)NCc1ccco1,-1,9,-27,1.7,2,39,·,0,·,27,3
O=c1ccc(-c2ccccc2)nn1Cc1ccc(F)cc1,3,3,0,2.0,0,16,99,-7,-5,0,-4

# More results.
SMILES,PKA-R1A act,Arr AP2 block,SR-BI uptake up,CDK5 p35 inh,NSD2 HMT inh,MITF TRPM1 HTS,DSG3 Ab inh,PKA-R2B activ,SUMO Mot1 rescue,SR-BI DiI inh,dFosB act
Cc1cc(OCC(=O)NCCCN(C)C)cc(C)c1Br,-11,-8,24,-2.2,6,-6,107,-6,192,-24,7
S=c1[nH]nc(Cc2ccc(Cl)cc2)n1-c1ccc2c(c1)OCCO2,-5,15,-12,0.4,0,·,99,-3,-9,12,-5
O=C(Nc1ccc([N+](=O)[O-])cn1)c1ccc(Br)o1,-6,14,25,-0.2,-1,37,98,8,5,-25,-4
Cc1c(C(=O)OCC(=O)NC2CC2)oc2ccc(Br)cc12,-10,-4,-11,0.5,0,3,105,-7,·,11,0
O=[N+]([O-])c1ccc(O)c(/C=N/NC(=S)Nc2ccc(Cl)cc2Cl)c1,-2,-5,-105,-0.7,3,-42,97,5,-22,105*,5
CC(=O)c1sc(NC(=O)CCNC(=O)c2ccco2)nc1-c1ccccc1,-15,16,14,1.3,3,-9,94,-10,25,-14,-21
C=CCn1c(N)c(-c2nc3ccccc3n2C)sc1=S,6,8,8,2.7,1,7,·,1,10,-8,-4
N#C/C(=C\c1cc(Cl)ccc1O)C(=O)NC1CCCCC1,-3,5,11,-5.3,5,13,101,2,17,-11,-1
CNCC(O)c1ccc(OC(=O)C(C)(C)C)c(OC(=O)C(C)(C)C)c1 (configuration not stated),1,-6,21,0.0,·,17,·,4,-17,-21,-1
Cc1noc(C)c1CSc1ccccc1C(=O)OC(C)C(N)=O (configuration not stated),5,-5,4,2.4,·,-3,·,-6,-17,-4,-3
O=C(COc1cccc(Oc2ccccc2)c1)Nc1ccc(SC(F)F)cc1,4,-4,22,-2.7,-2,3,130,-6,-7,-22,4

# Compound activity (PubChem BioAssay)
